Screening data as filed in PubChem.
KAT2A inh = blocks human GCN5L2 histone acetyltransferase; Q92830; GCN5L2 HAT assay, ThioGlo1 CoA-SH fluorescence; Potency, µM (titrated, usually from 58.9 µM), for inactives: top-dose activity change, negative = inhibition, hits mostly inhibitors; actives 0.21% (n = 390,000); AID 504327
Target sequence (Q92830 whole entry, looked up): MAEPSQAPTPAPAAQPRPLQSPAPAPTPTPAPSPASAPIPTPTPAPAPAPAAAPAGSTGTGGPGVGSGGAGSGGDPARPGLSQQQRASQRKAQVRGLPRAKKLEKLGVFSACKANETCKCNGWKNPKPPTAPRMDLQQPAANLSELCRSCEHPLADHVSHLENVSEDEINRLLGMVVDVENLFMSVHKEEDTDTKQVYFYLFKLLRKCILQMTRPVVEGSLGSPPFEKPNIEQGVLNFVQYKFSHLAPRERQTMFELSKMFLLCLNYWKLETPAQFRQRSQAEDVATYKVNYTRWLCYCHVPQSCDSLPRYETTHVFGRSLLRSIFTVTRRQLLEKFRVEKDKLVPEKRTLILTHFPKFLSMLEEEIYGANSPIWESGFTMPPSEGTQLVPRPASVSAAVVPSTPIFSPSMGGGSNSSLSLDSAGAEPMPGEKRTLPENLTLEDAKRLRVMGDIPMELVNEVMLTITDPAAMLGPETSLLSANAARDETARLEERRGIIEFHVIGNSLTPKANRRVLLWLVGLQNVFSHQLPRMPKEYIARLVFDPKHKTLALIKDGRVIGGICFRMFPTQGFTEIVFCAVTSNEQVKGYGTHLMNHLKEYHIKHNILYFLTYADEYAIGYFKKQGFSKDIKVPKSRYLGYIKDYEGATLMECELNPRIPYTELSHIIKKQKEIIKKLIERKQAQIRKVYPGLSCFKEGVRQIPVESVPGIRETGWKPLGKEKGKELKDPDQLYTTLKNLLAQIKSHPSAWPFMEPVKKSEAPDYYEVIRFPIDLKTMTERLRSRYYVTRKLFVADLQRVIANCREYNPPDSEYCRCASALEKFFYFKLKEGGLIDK
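Fluorescence readout, Ex340nm/Em540nm: ThioGlo1 (50uM final) reacts with free CoA thiol released as 20nM GCN5L2 acetylates H3(1-25) peptide (75uM) using acetyl-CoA (70uM). Compound and enzyme sat 15 min beforehand; 20 min room-temperature reaction.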
DT40 TDP1 CPT = growth inhibition of DT40 Tdp1-/-;hTDP1 cells with camptothecin (screen for TDP1 inhibitors); actives 12% (n = 420,000); chicken DT40 Tdp1-/-;hTDP1 cells + 20 nM CPT, ATP luminescence, 48 h; AID 686979; Potency, µM (titrated, usually from 46.2 µM), inactives show top-dose activity change, negative = growth inhibition, hits mostly inhibitors; further: nearly all actives have a fitted effect of over 55% in size
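Chicken DT40 Tdp1-/- cells complemented with human TDP1, 400 cells/well, exposed to compounds plus 20 nM camptothecin for at least 48 h at 37 C; viability read as ATP content by CellTiter-Glo luminescence.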
DT40 TDP1 no CPT = qHTS for Inhibitors of human tyrosyl-DNA phosphodiesterase 1 (TDP1): qHTS in cells in absence of CPT; DT40 Tdp1-/- hTDP1 cells, no CPT, ATP luminescence, 48 h; Potency, µM (series often up to 46.2 µM), for inactives: top-dose activity change, negative = growth inhibition, actives largely listed as inhibitors; actives 15% (n = 420,000); further: nearly all actives have a fitted effect of over 55% in size
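DT40 Tdp1-/-;hTDP1 cells, no CPT (DMSO vehicle only), 400 cells/well; compounds pin-transferred; ≥48 hr, 37 °C; CellTiter-Glo 30 min RT dark, luminescence read.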
* marks the source's active call; other numbers are inactive results; ? = inconclusive; . = not tested or not shown; & = joins results of further samples; [ ] = dose if it differs, or a comment. The call rests on the fitted dose curve; in most records, active means well fitted curve in the direction sought with a large enough effect; inconclusive means small, poorly fitted or top-dose-only effect, or another doubt; inactive means no such curve, though single readings can be large; an effect the other way counts as inactive or inconclusive. On the % scale 0 is the no-effect control and ±100 the full control effect; potency means the concentration at half of the fitted maximal effect. Only part of the results is shown (hit frequency here may not be typical).

Sample of the layout:
structure | KAT2A inh | DT40 TDP1 CPT | DT40 TDP1 no CPT
CCc1nc2c(OCc3cc(Cl)cc(Cl)c3)cccn2c1N(C)C(=O)Nc1ccccc1OC | . | 23µM* | ?
CC(C)OCCCn1c(=O)c2ccccc2n2c(-c3ccccc3F)nnc12 | -4% | -26% | ?
S=c1[nH]ccn1-c1cccc(Cl)c1Cl | -4% | 14% | -4%
CC(C(=O)N1CCN(c2ccccc2F)CC1)c1ccc([N+](=O)[O-])cc1 (centres undefined) | ? | -26% | -29%
COc1cc(-c2nn3c(-c4ccccc4)nnc3s2)cc(OC)c1OC | -2% | ? | ?

The list itself, repeating the preview:
structure | KAT2A inh | DT40 TDP1 CPT | DT40 TDP1 no CPT
CCc1nc2c(OCc3cc(Cl)cc(Cl)c3)cccn2c1N(C)C(=O)Nc1ccccc1OC | . | 23µM* | ?
CC(C)OCCCn1c(=O)c2ccccc2n2c(-c3ccccc3F)nnc12 | -4% | -26% | ?
S=c1[nH]ccn1-c1cccc(Cl)c1Cl | -4% | 14% | -4%
CC(C(=O)N1CCN(c2ccccc2F)CC1)c1ccc([N+](=O)[O-])cc1 (centres undefined) | ? | -26% | -29%
COc1cc(-c2nn3c(-c4ccccc4)nnc3s2)cc(OC)c1OC | -2% | ? | ?
O=C(CSc1nc2[nH]c(=O)cc(O)c2s1)Nc1ccc(Cl)c(C(F)(F)F)c1 | -9% | -21% | 21%
Cc1ccc(NS(=O)(=O)c2cc(C(=O)O)ccc2Cl)c(C)c1 | -2% | 15% | -8%
CC(C)OC(=O)CSc1nnc(-c2cccnc2)n1N | -2% | 3% | -3%
CC(C)Cc1cc(C(=O)Nc2c(F)cc(F)cc2Br)no1 | -1% | -18% | ?
O=C1c2c(-c3ccc(Br)cc3)noc2CCN1Cc1cn(-c2ccccc2)nn1 | . | 21µM* | ?
Cc1cc(F)ccc1C(O)c1ncc(-c2ccccc2Cl)[nH]1 (centres undefined) | . | ? | -18%
Nc1ncnc(Oc2cccc(C(F)(F)F)c2)c1[N+](=O)[O-] | -3% | -14% | -27%
c1ccc(-c2nn3c(Cn4cnc5ccccc54)nnc3s2)cc1 | ? | ? | ?
COCc1cc(C)nc2sc3c(c12)NC(c1ccccc1C(=O)O)N(c1ccc(OC)cc1)C3=O (centres undefined) | -1% | ? | -29%
CC(C)OC(=O)C1C2C=CC3(CN(C(C)c4ccc(Br)cc4)C(=O)C13)O2 (centres undefined) | -3% | 13% | -20%
c1ccc(CSc2nc3ncccn3n2)cc1 | 0% | 12% | 17%
CCCCOC(=O)CCc1c(C)[nH]c(=O)c(C#N)c1C | 0% | -4% | -11%
COc1cc(C2C(C(=O)Nc3ccccc3C)=C(C)Nc3ncnn32)ccc1OCC(N)=O (centres undefined) | -6% | -7% | -1%
O=Cc1ccc(OCc2cn(CC(=O)c3ccc(O)cc3)nn2)cc1 | . | 5% | 13%
N#Cc1cccc(NC(=O)CNC(=O)Cc2ccccc2)c1 | -4% | 11% | -4%
O=C(NC1CCCCC1)c1ccc(Cn2c(SCc3ccccc3F)nc3cccnc32)cc1 | -10% | ? | 16µM*
Cc1ccc(S(=O)(=O)NCC(=O)N2CCOCCOCCOCCOCC2)cc1 | -2% | 3% | 0%
Cc1c(C(=O)O)[nH]c2ccc([N+](=O)[O-])cc12 | -13% | -17% | -15%
CCCCCCn1c(CN2CCCCC2C)nc2c1c(=O)n(C)c(=O)n2C (centres undefined) | -6% | ? | ?
CCOc1ccc(S(=O)(=O)Nc2cccc(Cl)c2)cc1 | . | 23µM* | ?
Cc1cc(NC(=O)CCC(=O)N(Cc2cccs2)C(C(=O)NC2CCCC2)c2cccnc2)no1 (centres undefined) | -22% | -20% | -6%
O=C(NCCCO)c1cc2c([nH]c3ccccc32)c(-c2ccccc2)n1 | -16% | 15µM* | 13µM*
Cc1ccccc1Cn1c(=O)[nH]c2ccccc21 | -16% | -16% | -23%
O=[N+]([O-])c1ccccc1S(=O)(=O)NCc1ccccn1 | . | -12% | 12%
CC(C)c1cccc(C(C)C)c1NS(=O)(=O)c1cccs1 | -2% | ? | ?

Next part
structure | KAT2A inh | DT40 TDP1 CPT | DT40 TDP1 no CPT
O=C(NCCc1ccc(Cl)cc1)C1COc2ccccc2C1 (centres undefined) | -7% | -11% | -24%
CC1CCN(C(C)C(=O)Nc2cc(S(=O)(=O)N3CCCCC3)ccc2Cl)CC1 (centres undefined) | -6% | ? | ?
CN(C)S(=O)(=O)c1cccn1-c1ncc(C(F)(F)F)cc1Cl | -7% | ? | ?
O=C(CN(C(=O)c1cccc([N+](=O)[O-])c1)C1CCCCC1)Nc1ccc(Cl)c([N+](=O)[O-])c1 | -3% | ? | 16µM*
CCN(CC)C(=O)Cn1c(=O)n(CCCC(=O)NCc2ccccc2)c(=O)c2sccc21 | 3% | -12% | -8%
C=CCn1c(N)c(C(=O)OC(C)CC)c2nc3ccccc3nc21 (centres undefined) | ? | -25% | ?
COc1ccc(NC(=O)CSc2ncnc3c2sc2ccccc23)c(OC)c1 | -7% | ? | ?
O=C(CCC(=O)N(CC(=O)NC1CCCC1)c1cccc(F)c1)Nc1nccs1 | 1% | -5% | 2%
COc1ccc(C2CC(=O)C3=C(C2)Nc2ccccc2N(C(=O)C2CC2)C3c2cccnc2)cc1OC (centres undefined) | . | -20% | -13%
CCCCC(=O)O[C@H]1CC[C@H]2[C@@H]3CCc4cc(O)ccc4[C@H]3CC[C@]12C | -14% | ? | ?
O=S(=O)(c1ccc(N2CCN(CCO)CC2)nc1)N1CCOCC1 | 1% | 8% | 2%
COc1cc(/C=N\NC(=O)c2ccc(Cn3nc([N+](=O)[O-])c(Cl)c3C)o2)ccc1O | -6% | -5% | ?
CCC(C)c1ccccc1NC(=O)C(C)OC(=O)CN1C(=O)NC(C)(C)C1=O (centres undefined) | -4% | 5% | -2%
COc1ccc(NC(=O)C(c2cc3c(cc2[N+](=O)[O-])OCO3)N2CCN(C=O)CC2)cc1 (centres undefined) | -1% | 18% | -4%
O=C(c1cccc(F)c1)N1CCC2(CCCN(c3ccc(-c4ccccc4)cc3)C2)CC1 | 1% | 0% | ?
Cc1noc(C)c1COC(=O)c1ccc(F)c(S(=O)(=O)N2CCCCC2)c1 | 2% | ? | ?
CC1=C(C(=O)N2CCCC(CCC(=O)NCc3ccccc3F)C2)OCCO1 (centres undefined) | 0% | -22% | -24%
CNc1cccc(-c2ccccc2C(C)=O)n1 | . | -22% | -11%
CC(C)(C)NC(=O)CCc1nnc(Cc2c[nH]c3ccccc23)o1 | 45%[activator] | ? | 1%
CC1COc2ccccc2N1S(=O)(=O)c1ccccc1 (centres undefined) | -10% | ? | ?
C[C@]12CC[C@@H]3c4ccc(O)cc4CC[C@H]3[C@@H]1CC[C@@H]2OC(=O)CCC(=O)O | -2% | 0.73µM* | 1%
O=C1OC=NC1=Cc1ccccc1 | . | -2% | 7%
C=CC[C@H](CC(=O)N[C@H](CO)Cc1ccccc1)C(=O)N[C@@H](COC(=O)[C@@H](CC=C)CC(=O)OC(C)(C)C)Cc1c[nH]c2ccccc12 | -10% | ? | ?
CCOc1ccc(-n2c(Cc3cc(=O)[nH]c(=O)[nH]3)nnc2SCC(=O)OC)cc1 | -3% | -26% | 1%
CC1CCN(C(=O)COC(=O)c2ccc([N+](=O)[O-])o2)CC1 | -3% | -21% | -13%
CCNc1nc(NCC)nc(N(C#N)CCOc2ccccc2)n1 | -6% | ? | -6%
CC(C)(C)Nc1ncnc2c1cnn2-c1ccccc1 | 1% | ? | ?
O=C1CCCN1CC1CCCN(Cc2nc(COc3ccccc3)no2)C1 (centres undefined) | 0% | -13% | ?
COc1ccc(NC(=O)C2CCC(CNS(=O)(=O)c3cccs3)CC2)cc1OC (centres undefined) | 0%&-9% | 11%&-1% | ?
Cc1ccc(N=Nc2ccc(O)c(/C=N\NC(=O)c3ccc(N)cc3)c2)cc1C | -5% | 10µM* | 13µM*

More structures.
structure | KAT2A inh | DT40 TDP1 CPT | DT40 TDP1 no CPT
O=C(NCc1ccccc1F)C1CCCN(C(=O)N2CCOc3ccccc32)C1 (centres undefined) | -7% | -24% | ?
CCC(Cc1ccccc1)NC(=O)Cn1cccc1C(=O)c1ccccc1 (centres undefined) | -7% | ? | ?
CCCCOCCCNC(=O)C[C@@H]1C[C@@]2(C(=O)OCC)CCC=C2N(Cc2cccc3ccccc23)C1=O | . | 21µM* | 18µM*
COc1ccc(-n2nnnc2-c2cccc(OC)c2)cc1 | -17% | 0.82µM* | 0.58µM*
Cc1ccc(C)c(C(=O)CSc2nc3cc(C(=O)NC4CCCC4)ccc3c(=O)n2CC2CCCO2)c1 (centres undefined) | 1% | 18µM* | 8.2µM*
O[C@@H]1CN(Cc2ccccc2Cl)CC[C@H]1N1CCOCC1 | 2% | 4% | -17%
CCCn1c(O)c(N=NC(=O)c2ccco2)c2ccccc21 | -7% | 13µM* | 12µM*
NS(=O)(=O)c1ccc(CCNC(=O)c2ccco2)cc1 | -7% | 5% | 3%
COc1ccc2[nH]c(C(=O)Nc3ccccc3Cl)cc2c1 | 1% | -17% | -25%
O=C(CSCc1ccccc1)N1CCN(C(=O)c2ccco2)CC1 | -3% | -26% | -4%
COc1ccc(C)cc1NC(=O)CCNS(=O)(=O)c1ccc2c(c1)CCC(=O)N2 | -5% | -8% | 13%
Cc1nnc(SC(C)C(=O)Nc2c(C)n(C)n(-c3ccccc3)c2=O)n1N (centres undefined) | -20% | 0% | 4%
O=[n+]1c2c(n([O-])c3c1CCCC3)CCCC2 | -5% | -7% | 6%
COC(=O)c1ccc(Oc2nc(N(C)C)nc(N3CCOCC3)n2)cc1 | -7% | 8% | -17%
Cc1ccc(N(C(=O)c2sc(C)nc2C)C(C(=O)NCc2ccco2)c2ccccc2)cc1 (centres undefined) | -4% | ? | ?
O=C(CSc1ncnc2c1nnn2Cc1ccc(F)cc1)NCC1CCCO1 (centres undefined) | -4% | ? | ?
CS/C(=N/S(=O)(=O)c1ccc(C)cc1)c1ccccc1 | -8% | 17% | -3%
c1ccc(Cn2c[n+](Cc3ccccc3)c3ccccc32)cc1 | -30% | 3.3µM* | 2.9µM*
CCOc1ccc(N)cc1OC | -8% | 6% | -6%
CCC(C)NC(=O)CSc1nc2c(sc3ccccc32)c(=O)n1Cc1ccccc1Cl (centres undefined) | 1% | ? | 3.3µM*
COc1ccc(N2CC(C(=O)N[C@@H](C)C(=O)NCCc3ccccc3)CC2=O)cc1 (some centres undefined) | -4% | 1% | 21%
CSc1cccc(NS(=O)(=O)c2ccc3c(c2)oc(=O)n3C)c1 | -2% | 23µM* | ?
CCCCNC(=O)c1ccc2c(c1)NC(=O)C(CS(=O)(=O)Cc1ccc(F)cc1Cl)N2 (centres undefined) | 3% | 2% | -13%
COC(=O)c1ccc(CNC(=O)Cn2cnc(C(=O)Nc3ccc(C)c(C)c3)n2)cc1 | -4% | 1% | -12%
CC1(C)CC(=O)C(C2C3=C(CC(C)(C)CC3=O)Oc3ccc4ccccc4c32)C(=O)C1 (centres undefined) | -8% | 7% | ?
Cc1ccc2cc(C)c(N3CCC(C)CC3)nc2c1 | -4% | -3% | -36%
Cc1cc(C)cc(NCC(=O)Nc2c(C)cccc2C)c1 | -3% | -30% | ?
COc1cc(-c2noc(C)c2C(=O)NCCCN2CCOCC2)cc(OC)c1OC | 1% | 14% | 29%
COc1ccc(S(=O)(=O)n2cnc(C)c2)cc1 | 0% | -8% | -27%
CCC(CC)NC(=O)/C=C/c1cccc([N+](=O)[O-])c1 | 0% | -16% | -27%

Single entries from the entries so far.
KAT2A inh, CN(C)S(=O)(=O)c1cccn1-c1ncc(C(F)(F)F)cc1Cl → -7%
DT40 TDP1 CPT, COc1ccc(-n2nnnc2-c2cccc(OC)c2)cc1 → 0.82µM*
KAT2A inh, O=[n+]1c2c(n([O-])c3c1CCCC3)CCCC2 → -5%
DT40 TDP1 CPT, CC1CCN(C(=O)COC(=O)c2ccc([N+](=O)[O-])o2)CC1 → -21%
DT40 TDP1 no CPT, COCc1cc(C)nc2sc3c(c12)NC(c1ccccc1C(=O)O)N(c1ccc(OC)cc1)C3=O (centres undefined) → -29%

New compounds follow
structure | KAT2A inh | DT40 TDP1 CPT | DT40 TDP1 no CPT
CC(C)n1nnnc1SCC(=O)NCc1ccc2c(c1)OCO2 | -5% | -13% | -1%
CN(C(=O)CSc1nnc(-c2ccco2)n1Cc1ccccc1)C1CCS(=O)(=O)C1 (centres undefined) | -2% | 1% | 2%
CCOC(=O)C(=O)/C(=C\N(C)C)c1onc(-c2ccccc2Cl)c1C(=O)OC | -7% | ? | ?
Cc1c(C)n(-c2ccccc2)c2ncnc(NCCN(C)C)c12 | -2% | 4% | 11%
O=C(Cn1c(=O)[nH]c2ccccc2c1=O)Nc1ccc2c(c1)OCCO2 | 0% | -2% | -16%
